OX1R antag-1 – OX1R (HCRTR1) antagonists, primary screen, fluorescence, CHO/OX1R cells, Fluo-8 calcium, orexin A | Orexin/Hypocretin receptor type 1 (Homo sapiens), O43613 | Fluo-8 calcium fluorescence | inhibition, % at 5 µM | 0.43% of 330,000 active | AID 434989, 2010;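 active = inhibition above its plate's threshold, mean inhibition of all tested compounds on the plate plus 3 SD, cut at about 37% in these data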;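 also: 0% = orexin A challenge wells and 100% = SB-334867-A antagonist wells; not every result past the cut was called active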
Target sequence (O43613 whole entry, looked up): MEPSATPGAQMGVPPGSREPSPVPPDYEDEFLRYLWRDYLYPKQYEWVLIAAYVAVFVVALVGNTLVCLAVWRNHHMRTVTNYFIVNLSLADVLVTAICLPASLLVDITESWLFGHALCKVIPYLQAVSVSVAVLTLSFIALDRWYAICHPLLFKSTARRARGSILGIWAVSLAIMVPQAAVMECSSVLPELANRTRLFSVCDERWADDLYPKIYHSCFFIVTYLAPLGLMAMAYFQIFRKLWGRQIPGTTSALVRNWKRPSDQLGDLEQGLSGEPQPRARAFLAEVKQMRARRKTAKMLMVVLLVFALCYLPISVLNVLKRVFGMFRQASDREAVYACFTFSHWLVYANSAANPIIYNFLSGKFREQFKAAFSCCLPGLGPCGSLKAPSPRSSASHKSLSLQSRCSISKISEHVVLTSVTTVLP
OX1R antag-2 – antagonists of human orexin 1 receptor (OX1R) | OX1R-expressing cells, FRET antagonist read-out | inhibition, % at 6.6 µM | 1.8% of 330,000 active | AID 485270, 2010; in the data active = inhibition mostly above about 38%, no sharp cut-off; inactive = mostly below about 40%;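 also: 0% = agonist challenge alone and 100% = reference antagonist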
Numbers without * were called inactive. Rows were taken by chance; 2.1% or so of the library scored in one or more.

OX1R antag-1	OX1R antag-2	compound
-38	14	COc1ccc(-c2csc(NC(=O)CSCc3c(C)noc3C)n2)cc1OC
10	2	CC(Oc1cccc(Br)c1)C(=O)Nc1cccc(S(=O)(=O)N2CCOCC2)c1 (stereo unspecified)
1	7	CC(C)Cc1oc(C(=O)O)cc1CN1CCOCC1
-5	11	Cn1nc(-c2ccc(Cl)cc2)cc1NC(=O)CSCC(=O)O
-21	1	Cc1ccc(S(=O)(=O)CCN2CCC(n3cccc3)CC2)cc1
0	40*	CC(=O)NC(c1cc(Cl)c2ccccc2c1O)C(C)C (stereo unspecified)
-17	7	O=C1/C(=C/c2ccccn2)COc2ccccc21
-6	5	N#Cc1c(F)cccc1NCCCn1ccnc1
-7	40	Cc1ccc(NC(=O)C[n+]2ccn(C3=C([O-])c4ccccc4C3=O)c2)cc1
-2	7	Nc1nc(NCc2ccccc2)n(-c2ccccc2)n1

Later entries
OX1R antag-1	OX1R antag-2	compound
-17	12	c1ccc(Cn2c(NCc3ccncc3)nc3ccccc32)cc1
-7	22	CCOc1cc(-c2c(C)c(C)nc(N)c2C#N)ccc1O
-10	-1	COc1cc(OC)cc(C(=O)N2CC(=O)Nc3ccccc32)c1
-31	15	Cc1nc(CNC(=O)c2cc(COc3ccc(F)cc3Cl)on2)cs1
-10	18	O=C(c1ccc(C(F)(F)F)cc1)C1CCCN(C(=O)CCc2cnccn2)C1 (stereo unspecified)
-1	37	C=CCOc1c(CNc2cccc(C(=O)O)c2)cccc1OC
-1	0	CCCCOC(=O)Oc1ccc2c(=O)c(Oc3cc(C)cc(C)c3)coc2c1
-13	20	CC(=O)N1CCC(C(=O)NCCOc2ccc(C)cc2)CC1
-40	26	CC(C)Oc1cccc(-c2cc(C(=O)N3CCN(S(C)(=O)=O)CC3)c3ccccc3n2)c1
-12	6	COc1ccc(NC(=O)CN(C)C(=O)CCCNC(=O)c2ccc(Cl)cc2)cc1

(more compounds)
OX1R antag-1	OX1R antag-2	compound
-23	38	Cc1c(NC(=O)c2ccc3c(c2)OCO3)cccc1-c1nc2ncccc2o1
-25	17	Cn1c(SC/C=C/c2ccccc2)nnc1-c1cnccn1
-5	7	C=CCc1cc(C(=O)N2CCCCC2)ccc1O
-3	5	COc1ccc(N(Cc2cc(=O)[nH]c3ccccc23)C(C)=O)cc1
-34	13	Cc1ccc(C(C)C)c(OCC(=O)OCc2c(C)noc2C)c1
-16	25	Cc1ccc2c(c1)c1cccc3c1n2CCN3CCC(N)=O
0	17	C=CCNC(=O)c1ccccc1NC(=O)C1COc2ccccc2O1 (stereo unspecified)
-17	20	Cc1ccc(C(=O)N2CCN(S(=O)(=O)c3ccc(C)c([N+](=O)[O-])c3)C2)cc1
-9	10	Cc1cccc(NC(=S)NCCc2ccc(S(N)(=O)=O)cc2)c1C
-18	9	COc1ccc(C(C)=O)cc1COC(=O)Cc1n[nH]c(=O)c2ccccc12

More results follow.
OX1R antag-1	OX1R antag-2	compound
-8	20	CCOC(=O)Cc1csc(NC(=O)c2ccc(S(=O)(=O)N3CCCC3)cc2)n1
-33	21	O=C1NC2(CCCCCCC2)C(=O)N1Cc1ccc(F)cc1
-31	4	CCOc1ccc(N(CC(=O)NCCSCc2ccco2)S(=O)(=O)c2ccc(F)cc2)cc1
-3	17	C/C(=N\NC(=O)c1cc(Cl)ccc1O)c1ccc(Br)s1
-32	12	CC(C)n1c(SCC(=O)Nc2ccccc2N2CCOCC2)nc2c1c(=O)n(C)c(=O)n2C
-7	19	COc1ccccc1OCC(=O)Nc1ccc(O)cc1C(=O)O
-3	24	O=C(NCc1n[nH]c(=S)n1-c1ccc([N+](=O)[O-])cc1)c1ccc(S(=O)(=O)N2CCOCC2)cc1
-26	12	O=C(CC(C(=O)O)c1ccc(Cl)cc1)c1ccc(Cl)c(Cl)c1 (stereo unspecified)
-26	1	Cn1cc(C(c2ccccn2)c2cn(C)c3ccccc23)c2ccccc21
6	3	COC(=O)c1ccc(C2c3c(oc4ccc(Cl)cc4c3=O)C(=O)N2CCN2CCOCC2)cc1 (stereo unspecified)

Arranged by SMILES length (ascending): part of the list above
OX1R antag-1	OX1R antag-2	compound
-31	15	Cc1nc(CNC(=O)c2cc(COc3ccc(F)cc3Cl)on2)cs1
10	2	CC(Oc1cccc(Br)c1)C(=O)Nc1cccc(S(=O)(=O)N2CCOCC2)c1 (stereo unspecified)
-31	4	CCOc1ccc(N(CC(=O)NCCSCc2ccco2)S(=O)(=O)c2ccc(F)cc2)cc1

The results go on:
OX1R antag-1	OX1R antag-2	compound
-57	28	CC1CCN(c2ccccc2NC(=O)c2cc3ccccc3o2)CC1
-13	5	N#CCN(C(=O)COC(=O)CCCNC(=O)c1ccc(Cl)cc1)c1ccccc1
-10	12	CN(C)C1=NCCN1CCCC1CCCC1
-17	19	O=C(N/N=C/c1ccco1)c1ccc(C(=O)N/N=C/c2ccco2)o1
-9	9	Cc1cccc(NCc2ccccc2O)c1C
-10	9	CCCn1c(SCC(=O)NC(C)(C)C)nnc1C(C)C
-52	9	CC(C)CN1CCC(=O)N(CCSc2ccccc2)CC1
-13	19	CC(C)(C)OC(=O)NCCCCc1cn(CC(=O)N2CCN(C(=O)OC(C)(C)C)CC2)nn1
-20	10	CCOC(=O)c1c(NC(=O)COC(=O)c2nc(Cl)ccc2Cl)sc(C(=O)N(C)C)c1C
-10	15	CC(C(=O)Nc1ccc2c(c1)OCCO2)N(c1ccccc1)S(C)(=O)=O (stereo unspecified)

(list continues)
OX1R antag-1	OX1R antag-2	compound
-20	9	Cc1cc(N2C(=O)C(=O)/C(=C(/O)c3ccc(F)cc3)C2c2ccc(Cl)cc2)no1 (stereo unspecified)
-11	4	COc1cc(CN2CCC(C(=O)N3CCC(C)CC3)CC2)cc(Br)c1O
-19	8	CCCCn1c(SCC(=O)NCc2ccco2)nc2ccc(N3CCOCC3)cc2c1=O
-26	12	CCn1cc(-c2cc(C(=O)O)on2)c(C)n1
-29	2	O=C(NCC1CCCCC1)c1cccc(S(=O)(=O)N2CCCC2)c1
-22	25	CCSc1c([N+](=O)[O-])c(=O)n(-c2ccccc2)c2ccccc12
-11	52*	O=C(COc1ccc(Cl)cc1Cl)Nc1ccccc1NS(=O)(=O)c1cccs1
-27	10	CN(CC(=O)OCC(=O)NC(=O)c1cccn1C)S(=O)(=O)c1ccc(Cl)cc1
2	45*	COc1cccc(/C=N/Nc2nnc3c(n2)[nH]c2ccccc23)c1OC
-14	13	O=C(COC(=O)c1n[nH]c2ccccc12)NC(=O)NC1CCCC1

Additional compounds follow:
OX1R antag-1	OX1R antag-2	compound
-29	-9	C=CCNC(=O)CNS(=O)(=O)c1ccc(F)cc1
-16	11	Cn1c(Cc2ccccc2)nnc1SCC(=O)Nc1cccc(S(=O)(=O)NC2=NCCCCC2)c1
3	16	CCCC1=NN(c2ccc([N+](=O)[O-])cc2)C(=O)/C1=C/N(C)C
-24	18	COc1cc(/C=C(\C#N)C(=O)NC2CCCCC2)ccc1OCc1ccc(C(=O)O)cc1
5	18	O=C(CCC(=O)OCC(=O)c1cccc([N+](=O)[O-])c1)NC1CCCCC1
-20	1	COc1ccc(OC)c(/C=N/NC(=O)C(=O)N/N=C/c2cc(OC)ccc2OC)c1
-14	13	N#CCCC(CCC#N)(CCC#N)c1cc[n+](CCc2ccccn2)cc1
-22	10	COc1ccc(C(=O)N/C(=C\c2cn(C)c3ccccc23)C(=O)OCCN(C)C)cc1
-18	8	Cc1cccc(NC(=S)NC(=O)c2cccs2)n1
-22	11	O=c1[nH]nc(SCCS(=O)(=O)c2ccc(F)cc2)n1-c1ccccc1C(F)(F)F

Next section
OX1R antag-1	OX1R antag-2	compound
-5	8	CC(NC(=O)Nc1ncccn1)(C(F)(F)F)C(F)(F)F
-30	14	Fc1ccc(Cn2cnc3ccccc32)cc1
0	10	O=C(c1ccco1)N1CCN(Cc2nnc(-c3cccc(Br)c3)o2)CC1
5	16	CCN(CC)CCCNC(=S)N(CCO)Cc1cc2cc3c(cc2[nH]c1=O)OCO3
-28	5	O=C(CNS(=O)(=O)c1ccc(Cl)c(C(F)(F)F)c1)NC1CCCCCC1
-14	9	Cc1ccc(N=Nc2c(C)[nH]n(C(N)=S)c2=O)cc1
-21	-1	CCOc1ccc2oc(C(=O)N3CCCN(C)CC3)c(C)c2c1
-28	20	C#CCCOC(=O)N1C2=NC(C(=O)OC)=C(C(=O)OC)[C@@H]3Nc4ccccc4[C@]23C[C@H]1C(=O)OC
-14	2	CSc1cccc(CN2CCC(Oc3ccc(C(=O)N4CCCCC4)cc3)CC2)c1
9	6	Cc1ccc(OCCCC(=O)NNC(=O)c2ccncc2)cc1

(next part)
OX1R antag-1	OX1R antag-2	compound
-13	11	Cc1ccc(C(=O)N2CCN(S(=O)(=O)c3ccccc3[N+](=O)[O-])CC2)o1
-13	0	CC[C@@H](C)[C@@H]1CN([C@@H](CN2CCC[C@H]2CN2C(N)=NC[C@H]2CC(C)C)C(C)C)C(=N)N1CCCC1CCCC1
-9	12	ON1C(c2ccc(Cl)cc2Cl)N(O)[C@H]2CCCC[C@H]21 (stereo partly specified)
-2	0	CCCC(=O)NCCc1cc2ccc(OC)cc2[nH]c1=O
-14	-4	O=C(O)c1ccc(N2C(=O)CC(N3CCC(c4nc5ccccc5[nH]4)CC3)C2=O)cc1 (stereo unspecified)
-27	26	COC(=O)c1cc(Cl)c(NC(=O)/C=C/c2ccc(OC)c(OC)c2)cc1OC
-17	25	COC(=O)c1cccc(CSc2nc(-c3ccccc3)c(C#N)c(=O)[nH]2)c1
-8	10	CC(=O)Nc1cc(C(C)C)c(O)c(C(C)C)c1
10	3	Fc1cccc(NC(=S)Nc2cccnc2)c1
-17	6	CCOC(=O)c1nc(C)nc(Sc2n[nH]c(-c3ccccc3)n2)c1C

Carrying on.
OX1R antag-1	OX1R antag-2	compound
-12	15	COCCNC(=O)C(c1ccncc1)N(Cc1ccccc1)C(=O)Cn1nnc2ccccc21 (stereo unspecified)
-26	3	CCOc1cc(N2CCOCC2)c(OCC)cc1NC(=O)CCS(=O)(=O)c1ccc(Cl)cc1
-18	13	CCC(=O)NCc1c(C)c(C)n(Cc2ccccc2)c1-n1cccc1
-1	0	CCCCN1CCNC[C@@H]1c1ccccc1
-26	9	O=C1c2cccc3cccc(c23)C(=O)N1CCN1CCN(CC(O)COc2ccc3ccccc3c2)CC1 (stereo unspecified)
-24	10	O=C(CSc1nnc2scc(-c3ccc(Cl)cc3)n12)NCc1ccco1
-23	21	Cc1ccc(C(=O)N/C(=C/c2ccc(-c3ccc([N+](=O)[O-])cc3)o2)C(=O)NCCCN(C)C)cc1
-25	20	N#Cc1cccc(CN2CCC(=O)N([C@H](CO)Cc3ccccc3)CC2)c1
-17	-1	Cc1cc(C)cc(NC(=O)CN2CCN(CCN=CC3=C(O)CC(C)(C)CC3=O)CC2)c1
-26	6	O=C(CSc1ccc2c(c1)OCCO2)NC(=O)NC1CCCC1

Later entries.
OX1R antag-1	OX1R antag-2	compound
-14	20	Cc1cccc(NC(=S)N2CCN(c3ccccc3)CC2)c1
-5	5	Cc1c(O)ccc2c(CN3CCN(CCO)CC3)cc(=O)oc12
-18	5	CCOc1cccc(C(=O)NC2CCCCC2)c1
5	-1	Oc1ccc(N=Nc2ccc3ccccc3c2)cc1
-16	9	COc1ccccc1CCC(=O)OCC(=O)N1CCN(S(=O)(=O)c2ccc(C)cc2C)CC1
7	11	CCC1(CC)C(=O)Nc2ccccc21
0	5	O=C(c1ccccc1)N1CCC2(CC1)NCCc1[nH]cnc12
-2	-1	COc1ccc(CNC(=O)C2CC(C)=C(C)CC2C(=O)O)cc1 (stereo unspecified)
-12	17	COc1ccc(Cl)cc1C(=O)NCc1cnn(C)c1C
-4	3	COC(=O)c1sc(NC(=O)c2cnccn2)c(C(=O)OC)c1C

Next part.
OX1R antag-1	OX1R antag-2	compound
-33	22	CCOC(=O)c1[nH]c2ccc(Br)cc2c1NC(=O)CCN1CCC(C)CC1
-7	14	COc1cc2nc(Cl)nc(N3CCCCC3)c2cc1OC
-5	12	O=C(NC1CCCCCCC1)c1cccs1
7	22	COC(=O)c1cc(/C=C/c2ccccc2)on1
-14	1	N#CCSc1nc2ccccc2c(=O)n1CCC(=O)NCCc1ccccc1

Of the compounds above, 14 have an NH in an aromatic ring.
OX1R antag-1	OX1R antag-2	compound
-3	5	COc1ccc(N(Cc2cc(=O)[nH]c3ccccc23)C(C)=O)cc1
-18	9	COc1ccc(C(C)=O)cc1COC(=O)Cc1n[nH]c(=O)c2ccccc12
-3	24	O=C(NCc1n[nH]c(=S)n1-c1ccc([N+](=O)[O-])cc1)c1ccc(S(=O)(=O)N2CCOCC2)cc1
2	45*	COc1cccc(/C=N/Nc2nnc3c(n2)[nH]c2ccccc23)c1OC
-14	13	O=C(COC(=O)c1n[nH]c2ccccc12)NC(=O)NC1CCCC1
-22	11	O=c1[nH]nc(SCCS(=O)(=O)c2ccc(F)cc2)n1-c1ccccc1C(F)(F)F
5	16	CCN(CC)CCCNC(=S)N(CCO)Cc1cc2cc3c(cc2[nH]c1=O)OCO3
-14	9	Cc1ccc(N=Nc2c(C)[nH]n(C(N)=S)c2=O)cc1
-2	0	CCCC(=O)NCCc1cc2ccc(OC)cc2[nH]c1=O
-14	-4	O=C(O)c1ccc(N2C(=O)CC(N3CCC(c4nc5ccccc5[nH]4)CC3)C2=O)cc1 (stereo unspecified)
-17	25	COC(=O)c1cccc(CSc2nc(-c3ccccc3)c(C#N)c(=O)[nH]2)c1
-17	6	CCOC(=O)c1nc(C)nc(Sc2n[nH]c(-c3ccccc3)n2)c1C
0	5	O=C(c1ccccc1)N1CCC2(CC1)NCCc1[nH]cnc12
-33	22	CCOC(=O)c1[nH]c2ccc(Br)cc2c1NC(=O)CCN1CCC(C)CC1
